From PubChem
TTR transcr act: TTR transcription activators in neuroblastoma reporter cells, primary screen, cell-based, luminescence, SH-SY5Y, TTR promoter Gaussia luciferase; AID 1117267, 2014; 92,000 tested, 1.3% active; activation, % at 16.7 µM; 100% = recombinant luciferase protein wells;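 active means activation above the mean of all tested compounds plus 3 SD, cut at about 9.5% in these data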;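 further: cells exposed to compounds for one day before reading; 0% = median of all test compound wells on the plate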
Starred values were filed as active, the others as inactive. Not all compounds are listed; the hit share may differ from the screen's.

SMILES | TTR transcr act
O=C(COc1ccc2c3c(c(=O)oc2c1)CCC3)NCc1ccccn1 | -0.5
COc1ccccc1NC(=O)c1nc[nH]c1C(=O)Nc1ccccc1OC | 2.3
O=C(O)c1ccc(Sc2nnc3ccccn23)c([N+](=O)[O-])c1 | 9.2
CC12CC(NC(=O)N1c1cccc(C(=O)N3CCN(c4ccccn4)CC3)c1)c1ccccc1O2 (stereo not drawn) | -1.1
CCn1cc(C(=O)N2CCN(c3ccccc3)CC2)c(=O)c2cc(S(=O)(=O)N3CCOCC3)ccc21 | -1.8
O=C(O)/C=C/C(=O)NCCc1cccc(Cl)c1 | 0.5
CSc1cccc(NC(=O)C2CCN(C(=O)c3ccccc3C)CC2)c1 | 3.9
Cc1ccc(-c2nnn(CC(=O)Nc3ccc4nn(-c5ccccc5)nc4c3)n2)o1 | -0.7
COc1ccc(C2C3=C(CCCC3=O)Nc3nc(SCc4ccccc4)nn32)cc1OC (stereo not drawn) | -2.2
CC(C)(C)C(=O)N1CCN(c2ccnc3cc(Cl)ccc23)CC1 | 0.3
O=C(Nc1cccnc1)Nc1cc(Cl)cc(Cl)c1 | -3.1
C[C@H](CO)N1C[C@H](C)[C@@H](CN(C)C(=O)NC2CCCCC2)Oc2ccc(NS(=O)(=O)c3cn(C)cn3)cc2C1=O | 0.0
O=C(O)c1cccc(NC(=O)c2ccccc2NC(=O)c2ccccc2F)c1 | 3.5
O=C(NCc1ccccc1)c1csc2c1CCCC2 | 1.9
O=C(NC1CC1)C(Cc1ccccc1)NS(=O)(=O)c1ccccc1F (stereo not drawn) | -1.9
NNC(=O)c1cc2ccccc2cc1NS(=O)(=O)c1ccccc1 | -1.4
C/C(=C(\C#N)C(=O)NCc1ccccc1)N(C)C | 8.6
COc1ccc(OCC(=O)Nc2nc3cc4c(cc3s2)OCCO4)cc1 | -2.1
CN(Cc1ccccc1)C(=O)[C@@H]1CCCN1C(=O)[C@@H]1CCCN1C(=O)c1cccc2ccccc12 | 2.6
CC(C)(C)OC(=O)C[C@H]1C/C=C\C[C@@H](CC(=O)N(CCO)Cc2ccccc2)C(=O)NCCOC1=O | 2.7
O=C(CSCc1ccc(F)cc1)N1CCOCC1 | 5.3
CC(=O)c1cccc(NC(=O)C2COc3ccccc3O2)c1 (stereo not drawn) | 0.6
Cc1noc(C)c1COC(=O)c1ccc(N(C)C)cc1 | -0.5
Cc1ccc(S(=O)(=O)N2CCN(c3c([N+](=O)[O-])cc(C(F)(F)F)cc3[N+](=O)[O-])CC2)cc1 | 1.0
Cc1ccccc1/C=N\NC(=O)c1ccc(Cn2cccn2)o1 | 0.7
CC(OC(=O)C1=COCCO1)C(=O)NC1(C#N)CCCCC1 (stereo not drawn) | -0.7
CC(C)N=C(NS(=O)(=O)c1ccccc1)C(Cl)(Cl)Cl | -3.2
COc1ccc(C(=O)N=c2nc3ccccn3s2)cc1 | 0.3
COc1ccc(CNC(=O)Nc2cc(C)ccc2C)cc1 | -3.1
O=C(Nc1ccncc1)C1CCN(S(=O)(=O)c2ccc(Cl)cc2)CC1 | -0.8
CCOC(=O)C1=C(OCc2ccc(Cl)cc2)C2C=C(C)C=CC2N=C1 (stereo not drawn) | 0.6
CCCCCC(=O)N/N=C(\C)c1ccccn1 | -1.7
O=C(Cc1c(O)c2ccccc2[nH]c1=O)NCc1ccccc1F | 14*
CCN1CCC2(CC1)N=C(c1ccc(F)cc1)C(=S)N2C(=O)c1ccc(C)cc1 | -0.3
Cc1ccc(N2C(=O)CC(Sc3nc(-c4ccccc4)c4cc(Cl)ccc4n3)C2=O)c(C)c1 (stereo not drawn) | -1.1
O=c1c2ccccc2sc2ccccc12 | -0.5
CC[C@@H]1CN(C)[C@H]2Cc3c([nH]c4ccccc34)C(=O)C[C@@H]1[C@@H]2C(=O)OC | 2.5
C[C@H](NC(=O)OC(C)(C)C)C(=O)NCC1CCC(C(=O)N[C@@H](Cc2ccccc2)C(=O)O)CC1 (stereo partly drawn) | -2.2
Cc1ccc(NC2CCCN(C(=O)c3c(C)noc3C)C2)cc1C (stereo not drawn) | 1.4
O=C(Nc1ccc(Cl)cc1)OCCN1CCOCC1 | 7.3
Cc1noc(C)c1COc1cccc(C(=O)N(C)Cc2nc3ccccc3c(=O)[nH]2)c1 | -0.2
Nc1ccn(CC(=O)N2CCN(c3ccccn3)CC2)c(=O)n1 | 3.7
CC(C)=CCC/C(C)=C/C[C@]12C[C@H](C(=O)O)N(C(=O)OC(C)(C)C)[C@@H]1N(C(=O)OC(C)(C)C)c1ccccc12 | -2.4
Cc1ccccc1-n1c(C)nc2ccccc21 | -0.8
COCCN(C(=S)Nc1cccc(C)c1)C(C)c1cccs1 (stereo not drawn) | 0.2
CC(C)CNS(=O)(=O)c1ccc(CCC(=O)Nc2cc(Cl)ccc2Oc2ccccc2)cc1 | -4.8
CCOC(=O)C1CCCN(c2nc(C)nc3c2oc2ccccc23)C1 (stereo not drawn) | -4.6
COc1cc(CN2CCC(C(=O)NC3CCCC3)CC2)cc(OC)c1O | -0.5
COC(=O)Nc1nc2c(s1)CCCC2 | 0.3
Oc1cncc(Cc2ccccc2)c1 | -0.8
Additional records follow:
SMILES | TTR transcr act
O=C(Nc1cccc(S(=O)(=O)NC2=NCCCCC2)c1)C1COc2ccccc2O1 (stereo not drawn) | 2.2
Cc1ccc(NC(=O)c2ccc(F)cc2F)cc1NS(C)(=O)=O | -2.6
NC(=O)C1CCN(c2ccnc(Cl)n2)CC1 | 1.5
Cc1ccc(C(C)NC(=O)c2cccs2)cc1 (stereo not drawn) | -1.4
CCCCn1c(SCC(=O)NNC(=O)c2ccco2)nnc1-c1ccco1 | 2.1
CNC(=S)Nc1cccc([N+](=O)[O-])c1 | 0.8
O=C(Nc1ccccc1)Nc1ccc(C(=O)N2CCCC2)cc1 | 2.6
Cc1ccc(-c2csc(C(O)c3ccc(F)cc3)n2)cc1C (stereo not drawn) | 0.8
CC(=O)Nc1ccc(S(=O)(=O)N2c3ccccc3C(C)=CC2(C)C)cc1 | -1.7
CCCCN(C(=O)c1cccc(S(=O)(=O)N2CCOCC2)c1)c1c(N)n(CCC)c(=O)[nH]c1=O | -0.9

Arranged by molecular weight (low to high): some entries from above.
SMILES | TTR transcr act
Cc1ccc(C(C)NC(=O)c2cccs2)cc1 (stereo not drawn) | -1.4
O=C(Nc1ccccc1)Nc1ccc(C(=O)N2CCCC2)cc1 | 2.6
Cc1ccc(NC(=O)c2ccc(F)cc2F)cc1NS(C)(=O)=O | -2.6
CC(=O)Nc1ccc(S(=O)(=O)N2c3ccccc3C(C)=CC2(C)C)cc1 | -1.7
CCCCn1c(SCC(=O)NNC(=O)c2ccco2)nnc1-c1ccco1 | 2.1
O=C(Nc1cccc(S(=O)(=O)NC2=NCCCCC2)c1)C1COc2ccccc2O1 (stereo not drawn) | 2.2
CCCCN(C(=O)c1cccc(S(=O)(=O)N2CCOCC2)c1)c1c(N)n(CCC)c(=O)[nH]c1=O | -0.9

(next part)
SMILES | TTR transcr act
COc1ccc2oc(=O)c(/C(N)=N/NC(=O)c3ccncc3)cc2c1 | 1.8
O=C(O)c1cc(S(=O)(=O)N2CCCCCC2)ccc1Cl | -0.9
Cc1ccc(C2=CC(c3cccs3)n3nnnc3N2)cc1 (stereo not drawn) | -1.6
CC1CCCC(C)N1C(=O)CN1C(=O)C(C)(C)Oc2ccc(C(=O)NC3CCCCC3)cc21 (stereo not drawn) | -0.1
CC(C)c1ccc(-n2ccnc2SCC(=O)O)cc1 | -1.5
O=C(COc1ccccc1C(=O)O)NC1CCCc2ccccc21 (stereo not drawn) | -0.4
Cc1ccc(OC/C(O)=C(\C#N)c2nc3ccccc3s2)cc1 | -0.6
O=C(Nc1ccc(Cl)c([N+](=O)[O-])c1)c1ccc2c(c1)OCCO2 | -2.6
CN(CC(=O)NCc1ccccc1)S(=O)(=O)c1ccc2c(c1)CCC(=O)N2 | -0.9
Cc1nn(Cc2ccc(Cl)cc2Cl)c(C)c1NC(=O)c1nc2n(n1)C(C(F)F)CC(C)N2 (stereo not drawn) | 3.5

Brought forward from above: 2 entries, then new ones.
SMILES | TTR transcr act
CN(CC(=O)NCc1ccccc1)S(=O)(=O)c1ccc2c(c1)CCC(=O)N2 | -0.9
Cc1nn(Cc2ccc(Cl)cc2Cl)c(C)c1NC(=O)c1nc2n(n1)C(C(F)F)CC(C)N2 (stereo not drawn) | 3.5
CC1CCN(CCc2nc3cc(NC(=O)COc4ccccc4)ccc3n2C)CC1 | 1.3
Fc1ccc(/C=C/c2nnc(-c3cccs3)o2)cc1 | 0.7
Cc1cc(C)n2nc(SCC(=O)N/N=C/c3cccc(Br)c3)nc2n1 | 4.7
O=c1[nH]c2cc3c(cc2cc1CN(Cc1ccc2c(c1)OCO2)Cc1nnnn1CC1CCCO1)OCO3 (stereo not drawn) | -0.5
O=C(C[n+]1ccc2c(c1)nnn2-c1ccccc1)c1ccc(Cl)cc1 | 4.3
COc1cccc(CNC(=O)c2c[nH]n3c(=O)c(Cl)c(C)nc23)c1 | 2.9
C=CCn1c(SCc2c(C)noc2C)nc2sc3c(c2c1=O)CCCC3 | -0.9
CCCNC(=O)C1CCN(c2ccc(S(=O)(=O)N3CCOCC3)cc2Cl)CC1 | -0.8
COc1ccc(N/C=C(\[N+](=O)[O-])S(=O)(=O)c2ccccc2)cc1 | 3.0
Cc1sc2ncn(CC(=O)NCC(=O)N(C)Cc3ccccc3)c(=O)c2c1C | -0.6
Nc1nc(-c2cccnc2)nn1C(=O)c1ccc(Cl)cc1 | 7.4
O=C(Cc1ccccc1)c1c[nH]c(C(=O)O)c1 | -1.3
Cc1cc(Nc2cccc(F)c2)nc(N2CCOCC2)n1 | 4.8
CC(Sc1n[nH]c(N)n1)C(=O)C12CC3CC(CC(C3)C1)C2 (stereo not drawn) | 2.0
CCC(CC)C(=O)c1c[nH]c(C(=O)N2CCN(c3ccccc3)CC2)c1 | 2.9
COc1ccc(-n2c(SCC(=O)Nc3cc(C)on3)nc3ccc(O)cc3c2=O)cc1OC | -0.2
CCN(CC)C(=O)COc1cccc2ccccc12 | 3.4
CN(C)CC1(C)Cc2ccsc2C1O (stereo not drawn) | 0.6
CCCCC(=O)N(CCOC)c1nnc(-c2ccccc2C)s1 | -2.4
COc1ccc2[nH]c(C)c(CCNC(=S)Nc3cccc(C)c3)c2c1 | 2.2

Grouped by structure: the entries above containing a nitro group on carbon.
SMILES | TTR transcr act
O=C(O)c1ccc(Sc2nnc3ccccn23)c([N+](=O)[O-])c1 | 9.2
Cc1ccc(S(=O)(=O)N2CCN(c3c([N+](=O)[O-])cc(C(F)(F)F)cc3[N+](=O)[O-])CC2)cc1 | 1.0
CNC(=S)Nc1cccc([N+](=O)[O-])c1 | 0.8
O=C(Nc1ccc(Cl)c([N+](=O)[O-])c1)c1ccc2c(c1)OCCO2 | -2.6
COc1ccc(N/C=C(\[N+](=O)[O-])S(=O)(=O)c2ccccc2)cc1 | 3.0

Further records follow:
SMILES | TTR transcr act
CS(=O)(=O)N1CCC(C(=O)Nc2ccc(Cl)cc2)CC1 | 0.7
O=C(Oc1ccccc1C(=O)Nc1ccccc1)c1ccccc1Br | -2.2
Cc1ccc(N(C(C)C(=O)O)S(=O)(=O)c2c(C)[nH]c(=O)[nH]c2=O)cc1 (stereo not drawn) | 10*
COC(=O)c1sccc1S(=O)(=O)Nc1ccc(Cl)cc1 | -1.0
O=C(CSc1ccc2ccccc2n1)N/N=C/c1ccc(O)cc1 | 0.0
CCCCC(=O)Nc1nn(C)c2nc3c(C)cccc3cc12 | -0.6
O=C(Nc1ccc(C(=O)N2CCOCC2)cc1)C1CCC1 | 0.7
Cc1cc(N/N=C/c2ccccc2)nc(N2CCOCC2)n1 | -2.7
CCC(=O)N/N=C(\C)CC(=O)Nc1ccc(Cl)cc1 | -0.3
COc1ccc(CCNC(=O)C(=O)NCc2ccccc2C)cc1OC | -1.7
O=c1c2c3c(sc2ncn1/N=C/c1ccncc1)CCCC3 | -0.8
O=C(Nc1nnc(-c2ccc3c(c2)CCCC3)o1)c1ccc(Cl)cc1Cl | -1.7
CC(=O)Nc1ccc(NC(=O)C(OC(=O)c2ccccc2)C(OC(=O)c2ccccc2)C(=O)O)cc1 (stereo not drawn) | -0.6
COCCNC(=O)C1Cc2c(-c3ccc(NC(C)=O)cc3)ccnc2O1 (stereo not drawn) | -1.0
C=CCOc1ccc(/C=N/NC(=O)C(C)Sc2ccccn2)cc1OC (stereo not drawn) | 4.1
O=C(CCNC(=O)c1ccc(Cl)cc1)Nc1cccc(S(=O)(=O)N2CCCCCC2)c1 | 1.0
CCC(=O)Nc1nnc(S(=O)(=O)N2CCCCCC2)s1 | -1.7
CCN1CCCC1CNC(=O)c1cc2c(C)nc3ccccc3c2o1 (stereo not drawn) | -1.1
Cc1cc(C)n(CCCC(=O)O)n1 | -1.6
COc1ccc(NC(=S)N2CCN(CCN=CC3=C(O)CC(c4ccccc4)CC3=O)CC2)cc1 (stereo not drawn) | 3.1
Cn1nnc(NC(=O)c2cccc([N+](=O)[O-])c2)n1 | -1.4
CC(C)(C)c1nnc(NC(=O)C2CCN(c3ncccn3)CC2)s1 | 1.2
COc1ccc2cc(Br)ccc2c1CC(=O)N1CCCC1 | 0.8
CCc1sc(NC(=O)COC)nc1-c1ccccc1 | 0.1
Nc1cccc(CCc2nc3cc4ccccc4cc3[nH]2)c1 | -1.4
CC(=O)Nc1ccc(NC(=O)CN(c2ccc(C(C)C)cc2)S(=O)(=O)c2ccccc2)cc1 | 0.0
Cc1cc(C(=O)NCc2ccco2)no1 | -0.8
CCCCN1CC[C@H]2C=CC[C@@H](C(=O)NCc3ccc(OC)cc3)[C@H]2C1=O | 0.3
CCCCC(CC)CNC(=O)CN1C(=O)NC2(CCc3ccccc32)C1=O (stereo not drawn) | 0.6
CC(Oc1ccc2c3c(c(=O)oc2c1)CCC3)C(=O)NCCCn1ccnc1 (stereo not drawn) | 1.8
Cc1ccc(OCC(=O)Nc2sc3c(c2C#N)CCC3)cc1 | -0.6
C/[N+]([O-])=C\C1C(=O)CCCC1=O | -1.2
COC(=O)C1C(C(C)C)N(c2ccccc2)OC1(C)O (stereo not drawn) | -1.0
O=C(NCCCc1ccccc1)[C@H](CO)NC1(C(=O)NCCc2c[nH]c3ccccc23)CCCCC1 | 1.5
Cc1ncc(NS(=O)(=O)c2ccc(N)cc2)nc1C | -1.7
